Screening results as filed in PubChem.
ALOX12 inh: blocks human arachidonate 12S-lipoxygenase. Potency, µM (doses to about 108 µM), for inactives: at the highest dose activity change, negative = inhibition, hits mostly inhibitors. actives 1.1% (n = 580,000). P18054. purified 12hLO, xylenol orange hydroperoxide absorbance; also: potency is read from the fitted curve at half-maximal effect; % is scaled to controls: 0 for no effect and ±100 for the full control effect
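Purified human 12hLO at 150 nM in 25 mM Hepes, 0.01% Triton X-100, pH 7.0, preincubated 15 min at room temperature with compound. Reaction started with 40 uM arachidonic acid, 30 min at room temperature. Hydroperoxide measured by Fe-xylenol orange, 573/405 nm absorbance ratio.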
Apoferritin bind: candidate novel general anesthetic via apoferritin binding. Potency, µM (doses to about 77.5 µM), without a hit: at the highest dose activity change, negative = displacement, usual class: inhibitors. actives 0.074% (n = 350,000). P02791. apoferritin/1-aminoanthracene competitive binding, fluorescence; also: potency is read from the fitted curve at half-maximal effect; % is scaled to controls: 0 for no effect and ±100 for the full control effect; nearly all actives have a fitted effect of over 20% in size
Target sequence (P02791 2-175 limits assumed): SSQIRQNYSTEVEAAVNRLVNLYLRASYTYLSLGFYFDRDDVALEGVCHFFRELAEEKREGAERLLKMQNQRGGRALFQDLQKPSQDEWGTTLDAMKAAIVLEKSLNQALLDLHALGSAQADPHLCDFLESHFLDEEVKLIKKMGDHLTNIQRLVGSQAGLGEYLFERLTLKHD
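Probe: 1-aminoanthracene (50% saturated, PBS). Protein: horse-spleen apoferritin, 10 uM. Incubation: 10 min, room temperature. Detection: 380 nm excitation, 535 nm emission. Analysis: normalized response, four-parameter Hill.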
TRHR ag: TRH receptor (human) agonism | P34981 | TRHR cells, calcium flux fluo-8, FDSS agonist mode | activation, % at 2 µM | actives 0.18% (n = 360,000); in the data active = activation above about 30%; also: 0% is about no effect
Target sequence (P34981 whole entry, looked up): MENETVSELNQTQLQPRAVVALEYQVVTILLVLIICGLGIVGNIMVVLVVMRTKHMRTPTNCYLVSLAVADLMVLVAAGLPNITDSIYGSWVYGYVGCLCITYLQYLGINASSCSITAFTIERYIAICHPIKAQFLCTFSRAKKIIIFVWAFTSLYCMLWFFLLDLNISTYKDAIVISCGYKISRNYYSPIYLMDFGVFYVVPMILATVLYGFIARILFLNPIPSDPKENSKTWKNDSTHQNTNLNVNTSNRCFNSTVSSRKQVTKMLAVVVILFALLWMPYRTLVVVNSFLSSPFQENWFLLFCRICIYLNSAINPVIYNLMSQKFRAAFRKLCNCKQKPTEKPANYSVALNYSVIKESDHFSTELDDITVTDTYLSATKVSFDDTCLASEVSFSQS
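Agonist-mode FDSS calcium read (Ex 480/Em 530, 1 s cycles) in 1536-well TRHR cells with fluo-8 dye, after 10-cycle baseline and 23 nL compound addition; TRH at EC20 (10 nM final) added afterwards for the enhancer phase.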
POLB inh: blocks human DNA polymerase beta activity | Pol beta primer extension/strand displacement, fluorescence kinetic | Potency, µM (series often up to 114 µM), without a hit: at the top dose activity change, negative = inhibition, hits mostly inhibitors | actives 1.3% (n = 340,000) | AID 485314; also: potency is read from the fitted curve at half-maximal effect; % is scaled to controls: 0 for no effect and ±100 for the full control effect
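Kinetic readout of DNA synthesis with strand displacement by Pol beta. Compound and 10 nM enzyme sit 15 min at room temperature; 50 nM substrate starts the reaction, read immediately and at 10 min.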
POLK inh: blocks human DNA polymerase kappa activity | Q9UBT6 | purified Pol kappa, fluorescent DNA synthesis assay, 10 min | Potency, µM (titrated, usually from 107 µM), for inactives: top-dose activity, negative = inhibition, actives largely listed as inhibitors | actives 0.53% (n = 400,000) | AID 588579; also: potency is read from the fitted curve at half-maximal effect; % is scaled to controls: 0 for no effect and ±100 for the full control effect
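50 nM final substrate added after 15 min RT preincubation of 10 nM Pol kappa with compound; fluorescence read at 0 and 10 min.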
BLM inh: inhibitors of human Bloom syndrome helicase BLM. P54132. recombinant BLM DNA unwinding, fluorescence dequenching. Potency, µM (doses to about 56.1 µM), without a hit: at the top dose activity change, negative = inhibition, most hits filed as inhibitors. actives 0.2% (n = 350,000). AID 2528;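 also: potency is read from the fitted curve at half-maximal effect; plate controls were vehicle for no effect and no enzyme for full effect; nearly all actives have a fitted effect of over 35% in size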
Pol iota inh: blocks human DNA polymerase iota activity. Pol iota fluorescent replication assay, 10 min. Potency, µM (top dose mostly 115 µM), for the others: top-dose activity, negative = inhibition, most hits filed as inhibitors. actives 1% (n = 390,000); also: potency is read from the fitted curve at half-maximal effect
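Pol iota at 10 nM preincubated 15 min with compounds at room temperature; reaction started with fluorescent substrate, 50 nM final. Fluorescence read kinetically at 0 and 10 min; buffer-only wells as negative control.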
APE1 inh: inhibitors of human APE1 endonuclease. P27695. recombinant APE1, TAMRA/BHQ-2 abasic DNA cleavage fluorescence. actives 0.35% (n = 350,000). AID 2517. Potency, µM (doses to about 65.8 µM), for inactives: at the highest dose activity change, negative = inhibition, usual class: inhibitors;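 also: potency is read from the fitted curve at half-maximal effect; plate controls were vehicle for no effect and reference inhibitor for full effect; nearly all actives have a fitted effect of over 55% in size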
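Substrate: short duplex with […] THF abasic site, 5'-TAMRA and 3'-BHQ-2, 50 nM final. APE1 at 0.75 nM, preincubated 15 min RT with compound. Fluorescence increase from first to third read measured activity.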
ERG Ets-DNA blk: blocks human ERG Ets domain binding to DNA. fluorescence polarization, His-ERG Ets domain / labelled DNA. P11308. actives 0.028% (n = 370,000). Potency, µM (titrated, usually from 76.9 µM), for the others: at the top dose FP activity, negative = inhibition, most hits filed as inhibitors; active = well fitted inhibition curve with a large enough effect in the polarisation, with a control signal flat; inconclusive = small, poorly fitted or top-dose-only effect, or effect the other way, or a change in a side signal; inactive = no such curve, though single readings can be large or run the other way; the % refers to the polarisation;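 also: polarization taken with two DNA probes labelled with fluorescein and Texas red; potency is read from the fitted curve at half-maximal effect; % of control where 0% means no effect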
Target sequence (P11308 whole entry, looked up, the tested form may be a part): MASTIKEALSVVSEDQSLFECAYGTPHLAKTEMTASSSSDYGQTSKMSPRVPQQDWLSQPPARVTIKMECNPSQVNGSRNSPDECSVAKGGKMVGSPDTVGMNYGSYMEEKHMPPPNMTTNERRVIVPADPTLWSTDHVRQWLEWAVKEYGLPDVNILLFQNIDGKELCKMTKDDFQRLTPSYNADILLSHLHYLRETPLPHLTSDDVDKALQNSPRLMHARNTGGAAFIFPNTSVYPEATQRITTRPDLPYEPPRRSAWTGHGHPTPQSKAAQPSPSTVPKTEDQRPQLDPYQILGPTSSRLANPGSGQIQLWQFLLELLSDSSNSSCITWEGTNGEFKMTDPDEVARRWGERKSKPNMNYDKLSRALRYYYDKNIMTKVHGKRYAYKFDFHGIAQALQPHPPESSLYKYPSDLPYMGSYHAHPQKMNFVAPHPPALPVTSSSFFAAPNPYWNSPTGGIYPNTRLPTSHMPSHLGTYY
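His-tagged ERG Ets domain (1 uM in the protein solution; 300mM KCl, 50mM Tris-HCl, 1mM EDTA, 1mM DTT, pH 7.5) received compound, then a probe mix of 5 nM fluorescein-DNA and 100nM Texas-615-DNA. Fluorescence polarization was read for both dyes.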
An asterisk follows results filed as active; ? = inconclusive; · = no result given; [ ] = another dose, or the depositor's remark. Unless noted, calls follow the shape of the dose curve; as a rule, active = well fitted curve in the direction sought with a large enough effect; inconclusive = small, poorly fitted or top-dose-only effect, or another doubt; inactive = no such curve, though single readings can be large; an effect the other way counts as inactive or inconclusive.

no.	smiles	BLM inh	Pol iota inh	APE1 inh	POLB inh	ALOX12 inh	ERG Ets-DNA blk	Apoferritin bind	TRHR ag	POLK inh
1	COc1ccc(C2=NO[C@@H]3C(=O)N(C4CCCCC4)C(=O)[C@H]23)cc1OC	-13%	?	-1%	8%	-16%	0%	-9%	1.5	-9%
2	COc1cccc(-c2nc(Cc3ccc(OC)c(OC)c3)no2)c1	-8%	75%[activator]	-8%	21%	16%	·	-20%	-0.5	-8%
3	COc1ccc(CC2(C)OC(c3ccc(Cl)cc3)=NN2C(C)=O)cc1 (stereo not drawn)	-3%	89%[activator]	13%	0%	?	-11%	8%	-0.1	-10%
4	Cc1nc2ccc(S(=O)(=O)NCC(=O)Nc3ccc(F)cc3)cc2s1	0%	10%	-16%	3%	30%[activator]	10%	-8%	-0.5	-9%
5	CC(CN1CCNCC1)(NS(=O)(=O)c1ccccc1)c1ccccc1 (stereo not drawn)	0%	1%	0%	-2%	127%[activator]	-12%	-22%	0.2	-15%
6	O=C(COc1ccccc1[N+](=O)[O-])OCC(=O)c1ccc(Br)s1	·	-19%	-7%	·	45µM*	9%	·	·	-21%
7	Cc1ccc(/C=N/Nc2ncc(Cl)cc2Cl)s1	-3%	1%	-1%	-16%	3%	-4%	2%	0.9	-14%
8	CCn1nc(C)c(CNC(=O)CC2C(=O)NCCN2Cc2ccc(C)o2)c1C (stereo not drawn)	-1%	-9%	23%	-2%	1%	-3%	-4%	-0.2	5%[60.1 µM]
9	O=C1C=C(N2CCN(c3ccccn3)CC2)C(=O)c2c(O)ccc(O)c21	·	-4%	·	·	-23%	-3%	·	·	-12%
10	Cc1ccc(C(C)C)c(OCC(=O)OCC(=O)c2c(N)n(C)c(=O)n(C)c2=O)c1	·	4%	12%	·	-10%	6%	·	1.5	-17%
11	CCN(CC)CC(=O)NN=C(c1ccccc1)c1ccccc1	1%	13%	10%	29%	2%	6%	-21%	0.3	0%
12	COc1ccccc1N(C(=O)c1ccncc1)c1nc(-c2ccc([N+](=O)[O-])cc2)cs1	-12%	41%[activator]	-9%	5%	-4%	0%	-15%	-0.7	-6%
13	Cc1nn(CC(=O)N2CCN(c3ccccn3)CC2)c(=O)c2cc3sccc3n12	0%	-26%	3%	0%	·	4%	-5%	0.8	-23%
14	COCCNc1ccnc(-c2cccc(NS(C)(=O)=O)c2)n1	2%	·	2%	·	?	·	-3%	·	-2%[60.1 µM]
15	NS(=O)(=O)c1ccc(NS(=O)(=O)c2ccc(NC(=O)C3CC3)cc2)cc1	-15%	-4%	-3%	52%	-5%	3%	4%	1.7	-20%
16	Cc1oc(-c2ccc(Cl)cc2)nc1CS(=O)CC(=O)NCCN1CCCC1 (stereo not drawn)	4%	20%	3%	8%	37%[activator]	-1%	-11%	0.2	1%
17	O=C1OC(c2ccccc2)/C(=C(/O)c2ccc(Cl)cc2)C1=O (stereo not drawn)	2%	?	0%	-25%	-25%	0%	-20%	-0.9	-21%
18	O=C(O)c1ccc(NC(=S)NC2CCCCC2)cc1	1%	1%	17%	-14%	-17%	-2%	11%	1.3	-11%
19	COc1ccc(Oc2nc(C)cc(C)c2C#N)cc1	-11%	11%	23%	?	-23%	·	-13%	-0.1	-6%
20	CCOc1ccc(NC(=O)c2sc3nc4c(c(-c5ccccc5)c3c2N)C(=O)CC(C)(C)C4)cc1	-3%	14%	·	32%	-22%	-11%	3%	0.3	-9%
21	CCCCNC(=O)[C@@H]1CCCN1S(=O)(=O)c1cccc2cccnc12	·	43%	9%	·	-6%	3%	·	0.0	-4%
22	CCC(C)NC(=O)Cc1cn(C)c2ccccc12 (stereo not drawn)	-2%	20%	2%	4%	0%	9%	-3%	-0.5	3%
23	Cc1ccc(Cl)c2c(N=Nc3ccccc3)c(O)[nH]c12	-3%	1%	36%	0%	-7%	13%	-5%	6.2	-12%
24	Cc1ccc(NC(=O)CSc2nnc(CNC(=O)C34CC5CC(CC(C5)C3)C4)n2-c2ccc(F)cc2)cc1	0%	9%	-9%	-10%	-3%	-8%	-13%	0.7	0%
25	CC(=O)c1cnc2ncnn2c1C	-6%	7%	-2%	79%	-23%	-1%	-6%	0.2	-1%
26	COc1ccc(C(=O)O)cc1NS(=O)(=O)c1cccc2nsnc12	2%	-5%	-5%	8%	0%	-2%	14%	-0.2	-16%
27	Cc1[nH]c2ccccc2c1C1=CC(=O)C=CC1=O	·	?	·	·	?	0%	·	·	-11%
28	Cc1cccc(N2CCN(C(=O)CCn3c(=O)c4cccn4c4cccnc43)CC2)c1C	1%	8%	·	41%	-16%	-1%	-7%	-0.2	-10%
29	Cc1ccc(Cn2nc3c(cc2=O)CCc2ccccc2-3)cc1	-7%	8%	-4%	-12%	-8%	-2%	?	0.3	-12%
30	COc1ccc(/C=C/C(=O)c2cc(F)ccc2OC(=O)c2ccc(OC)c(OC)c2)cc1OC	-6%	3%	4%	-2%	-15%	-9%	?	1.5	-8%
31	Cc1cc(C(=O)NC2CC(C)(C)Cc3c2cnn3-c2cccc(F)c2)n(C)n1 (stereo not drawn)	-4%	12%	32%	-8%	-3%	10%	-17%	0.0	-25%
32	Cc1nc2ccccc2c2oc(C(=O)N3CCc4ccccc43)cc12	-1%	·	-3%	20%	·	·	-5%	-2.8	·
33	COc1ccc(NC(=O)N2CCN(c3nc(-c4cccc(OC)c4)cs3)CC2)cc1	-2%	6%	12%	2%	13%	3%	2%	0.0	-9%
34	CC(NC(=O)Nc1ccc(Cl)cc1)C(c1cccs1)N1CCOCC1 (stereo not drawn)	-2%	-2%	-2%	2%	0%[57.4 µM]	-5%	0%	1.2	3%
35	Cn1c(N)c(C(=O)CSc2nnc(-c3ccccc3F)n2C2CC2)c(=O)n(C)c1=O	-8%	106%[activator]	1%	2%	-5%	6%	0%	0.4	-7%
36	O=C(CNC(=O)c1ccccc1)OCc1cc(=O)n2cc(Br)ccc2n1	-4%	?	21%	1%	0%	2%	5%	-0.1	-2%[60.1 µM]
37	COC(=O)c1cccc(NC(=O)CCN2C(=O)C3CC=CCC3C2=O)c1 (stereo not drawn)	·	-15%	-1%	·	?	2%	·	-0.1	-3%
38	COc1cccc(C=NNc2nc3ccccc3s2)c1OC	·	29%	·	·	-22%	-2%	·	·	-6%
39	O=c1c2sc3ccccc3c2n(Cc2ccc(Cl)cc2)c(=O)n1Cc1ccco1	1%	25%	·	-21%	0%	1%	-1%	0.1	-15%
40	C/C=C/Cn1c(SCCCc2ccccc2)nc2c1c(=O)[nH]c(=O)n2C	-6%	4%	-5%	-21%	?	15%	-17%	-0.3	-7%
41	Cn1nnnc1Sc1ncnc2scc(Br)c12	·	-9%	-6%	·	-4%	·	·	1.2	8%
42	CCOc1c(Br)cc(/C=C2/SC(=O)N(CC(=O)N3CCCC3)C2=O)cc1OC	2%	-2%	-8%	11%	-10%	-5%	-7%	0.0	-6%
43	O=C(CCSc1ccccc1)NCc1cccnc1	-3%	19%	-9%	29%	?	-4%	0%	-0.8	-2%
44	O=C(COc1ccccc1Br)Nc1ccccc1C(F)(F)F	-4%	-10%	-5%	-22%	0%	-5%	-22%	0.4	-14%
45	COc1ccccc1N1CCN(C(=O)C(C)N(c2ccc(C)cc2)S(C)(=O)=O)CC1 (stereo not drawn)	-4%	5%	-3%	-14%	12%	2%	2%	-0.3	-12%
46	CCN(CC)CCCNC(=O)C1CCN(c2ncnc3c2sc2cccc(F)c23)CC1	59%[activator]	35%[activator]	-6%	1%	-1%	-1%	-2%	-1.2	7%
47	COc1ccc(CCNC(=O)CSc2nn3c(=O)c(C)nnc3s2)cc1OC	-2%	-12%	13%	3%	·	-1%	-1%	-0.3	-7%
48	c1cncc(Cc2cc3ccccc3[nH]2)c1	-2%	-15%	-6%	-3%	-11%	0%	?	-0.5	-6%
49	Cc1nc2c(c(=O)n1CCC(C)C)c1nc3ccccc3nc1n2Cc1ccc2c(c1)OCO2	-2%	-16%	-7%	13%	·	-3%	-6%	0.0	-4%
50	CCOC(=O)c1cc(S(=O)(=O)Nc2ccc(OC)c(Cl)c2)[nH]n1	3%	14%	·	24%	?	2%	-1%	0.0	-14%[60.1 µM]
51	COc1ccc(/C=C(/NC(=O)c2ccc([N+](=O)[O-])cc2)C(=O)NCCCN(C)C)cc1	-1%	187%[activator]	-6%	21%	-9%	9%	-9%	1.2	-10%
52	O=C(O)c1ccc(-n2c(-c3cc(-c4ccco4)[nH]n3)n[nH]c2=S)cc1	2%	?	?	?	?	16%	-4%	-0.2	?
53	Cc1cccc(OCC(=O)Nc2ccc(C(=O)NCC(C)C)cc2)c1	-7%	94%[activator]	4%	4%	-14%	3%	-11%	-1.4	-1%
54	O=C(NC1CCN(CC(=O)N(c2ccccc2)c2ccccc2)CC1)c1ccc([N+](=O)[O-])cc1	-3%	158%[activator]	-1%	-1%	-10%	-2%	-16%	-0.2	-7%
55	OCC1(CC2CCCCO2)CCN(C/C=C/c2ccccc2)CC1 (stereo not drawn)	-5%	136%[activator]	10%	16%	-26%	-5%	-14%	-0.5	-7%

Complete entries from above.
O=C(O)c1ccc(NC(=S)NC2CCCCC2)cc1 is listed as BLM inh: 1%; Pol iota inh: 1%; APE1 inh: 17%; POLB inh: -14%; ALOX12 inh: -17%; ERG Ets-DNA blk: -2%; Apoferritin bind: 11%; TRHR ag: 1.3; POLK inh: -11%
c1cncc(Cc2cc3ccccc3[nH]2)c1 is listed as BLM inh: -2%; Pol iota inh: -15%; APE1 inh: -6%; POLB inh: -3%; ALOX12 inh: -11%; ERG Ets-DNA blk: 0%; Apoferritin bind: ?; TRHR ag: -0.5; POLK inh: -6%

Not all compounds are listed; count on the stated rates, not on these rows.
